Screens (PubChem BioAssay)
Abeta yeast res: restores growth of yeast expressing A-beta42 peptide; 0.063% of 410,000 active; Potency, µM (top dose mostly 46.1 µM), for inactives: at the top dose growth rescue, most hits filed as activators; yeast expressing A-beta42, growth rescue, OD600, 48 h; response scale: 0% DMSO, 100% iron-clioquinol control; AID 1347071; further: potency means the concentration at half of the fitted maximal effect; nearly all actives have a fitted effect of over 55% in size
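Yeast A-beta toxicity model in growth medium with pinned compounds, 48 h at 30 C; growth read as absorbance at 600 nm. Normalized to FeCl3/clioquinol equimolar mix (positive) and DMSO (negative).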
FUS suppressor: rescues growth of FUS-expressing yeast | S. cerevisiae FUS-expressing, growth rescue, OD600, 24 h | Potency, µM (titrated, usually from 76.6 µM), for the others: top-dose growth rescue (activation), hits mostly activators | 0.24% of 390,000 active;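 further: potency means the concentration at half of the fitted maximal effect; plate controls were DMSO vehicle for no effect and reference control for full effect; nearly all actives have a fitted effect of over 55% in size; some results filed as inactive show a strong effect at the top dose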
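Compound concentration series was pinned onto galactose-induced FUS-expressing yeast seeded at OD 0.005. Plates sat 24hr at 30C; absorbance at 600 nm gave growth. DMSO served as background control.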
EPAC1 antag: blocks human EPAC1 exchange factor; O95398; EPAC1 GEF assay, Rap1b-BODIPY-GDP exchange fluorescence; Potency, µM (series often up to 115 µM), for inactives: at the top dose activity change, negative = inhibition, actives largely listed as inhibitors; 0.14% of 360,000 active;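 further: potency means the concentration at half of the fitted maximal effect; plate controls were vehicle for no effect and positive control for full effect; nearly all actives have a fitted effect of over 50% in size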
EPAC1 agonist: agonists of human EPAC1 | O95398 | EPAC1 agonist qHTS, biochemical assay; response scale: 100% = response to 6.5 mM cAMP | Potency, µM (top dose mostly 154 µM), without a hit: at the highest dose activation, usual class: activators | 0.073% of 360,000 active; further: potency means the concentration at half of the fitted maximal effect; nearly all actives have a fitted effect of over 60% in size
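Normalized to 6.5 mM cAMP, activity reflects EPAC1-catalysed release of BODIPY-GDP from Rap1B, followed kinetically over 30 min at 480 nm excitation, 540 nm emission. Reaction contained 100 nM EPAC1, 250 nM Rap1B-BODIPY-GDP, 50 uM GDP.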
WRN inhibitor: inhibitors of human WRN helicase; AID 651768; Potency, µM (series often up to 114 µM), inactives show at the highest dose activity change, negative = inhibition, most hits filed as inhibitors; 0.46% of 360,000 active; Q14191; WRN helicase unwinding, fluorescent forked duplex, kinetic; further: potency means the concentration at half of the fitted maximal effect; on the % scale 0 is the no-effect control and ±100 the full control effect; nearly all actives have a fitted effect of over 55% in size
Target sequence (Q14191 whole entry, looked up): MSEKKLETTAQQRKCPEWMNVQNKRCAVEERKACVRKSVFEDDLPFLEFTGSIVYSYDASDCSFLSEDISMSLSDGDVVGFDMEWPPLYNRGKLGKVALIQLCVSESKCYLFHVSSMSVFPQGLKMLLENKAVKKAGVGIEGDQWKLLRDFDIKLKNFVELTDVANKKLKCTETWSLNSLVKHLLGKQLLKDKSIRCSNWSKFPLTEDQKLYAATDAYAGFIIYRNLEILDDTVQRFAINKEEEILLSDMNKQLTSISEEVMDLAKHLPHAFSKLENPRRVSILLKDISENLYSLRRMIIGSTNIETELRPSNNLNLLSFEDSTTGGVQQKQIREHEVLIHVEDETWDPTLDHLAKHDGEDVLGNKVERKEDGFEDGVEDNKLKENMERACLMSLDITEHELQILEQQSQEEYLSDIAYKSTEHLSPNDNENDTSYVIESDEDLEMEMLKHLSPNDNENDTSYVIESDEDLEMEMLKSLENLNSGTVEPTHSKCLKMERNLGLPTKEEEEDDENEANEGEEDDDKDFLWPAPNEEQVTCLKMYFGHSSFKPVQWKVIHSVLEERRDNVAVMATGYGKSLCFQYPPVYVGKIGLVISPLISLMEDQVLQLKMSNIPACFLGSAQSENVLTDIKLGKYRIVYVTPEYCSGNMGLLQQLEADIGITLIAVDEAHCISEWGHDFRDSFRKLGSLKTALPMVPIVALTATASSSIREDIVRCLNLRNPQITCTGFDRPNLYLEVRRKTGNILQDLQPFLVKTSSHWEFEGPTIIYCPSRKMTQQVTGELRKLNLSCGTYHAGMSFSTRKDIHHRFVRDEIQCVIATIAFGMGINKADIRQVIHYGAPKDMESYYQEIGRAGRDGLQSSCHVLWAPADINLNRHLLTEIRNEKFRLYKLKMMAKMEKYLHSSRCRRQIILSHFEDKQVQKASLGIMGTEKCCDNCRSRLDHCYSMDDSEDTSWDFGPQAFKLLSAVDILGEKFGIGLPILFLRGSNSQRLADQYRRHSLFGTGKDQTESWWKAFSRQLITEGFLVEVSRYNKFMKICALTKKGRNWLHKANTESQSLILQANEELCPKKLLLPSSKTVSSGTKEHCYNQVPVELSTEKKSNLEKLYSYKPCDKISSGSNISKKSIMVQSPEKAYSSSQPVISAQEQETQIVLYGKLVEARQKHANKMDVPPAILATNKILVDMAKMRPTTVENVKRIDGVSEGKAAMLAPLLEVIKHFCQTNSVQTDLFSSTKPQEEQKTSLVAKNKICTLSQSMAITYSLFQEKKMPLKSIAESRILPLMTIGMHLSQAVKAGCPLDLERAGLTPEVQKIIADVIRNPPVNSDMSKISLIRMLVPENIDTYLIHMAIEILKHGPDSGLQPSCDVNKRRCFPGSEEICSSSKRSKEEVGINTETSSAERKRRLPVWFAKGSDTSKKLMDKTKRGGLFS
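Enzyme (20 nM final) and test compound sit together 15 min at room temperature before substrate addition. Substrate is a single-forked duplex oligonucleotide (100 nM) labelled with fluorophore and quencher, with 2 mM ATP; helicase unwinding raises red fluorescence, read kinetically.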
PLK1 PBD block: PLK1 (human) polo-box domain binding inhibition; P53350; Potency, µM, without a hit: max response, negative = inhibition, usual class: inhibitors; Plk1 PBD binding of FITC phosphopeptide, fluorescence polarization; 2.8% of 360,000 active; AID 720504; further: potency means the concentration at half of the fitted maximal effect; series mostly up to about 57 µM; on the % scale 0 is the no-effect control and ±100 the full control effect; nearly all actives have a fitted effect of over 65% in size
PI5P4Ka inh: inhibitors of human PI5P4K alpha; P48426; PI5P4Kalpha enzyme, ADP-Glo luminescence, 60 min; active compounds read low; max response, %; 1.2% of 330,000 active; AID 652105; active means max response of -50% or lower; inconclusive means between -30% and -50%; inactive means -30% or higher; further: value at the top dose of about 77 µM; on the % scale 0 is the no-effect control and ±100 the full control effect
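Quantitative HTS of the MLSMR library against PI5P4Kalpha with substrate. ATP added last at 5 microM final; room temperature, 60 minutes. Remaining ATP depleted, ADP converted and read as luminescence.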
IL-2 act: IL-2 activation; IL-2 activation reporter assay, cell-based qHTS; stimulated with anti-CD3/CD4/CD28 beads; in transgenic mouse T cells; activation, % (series mostly up to about 46 µM); 0.065% of 360,000 active; in the data active means activation above about 50%; inconclusive means mostly about 30% to 49%; further: 0% is about no effect
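Using fluorescent plate cytometry, EGFP and DsRed are detected in transgenic mouse T cells stimulated 18 h at 37 degrees C with antibody-coated beads after 60 min compound pretreatment.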
The depositor's hits bear a star; ? = inconclusive; . = not tested or not shown; & = joins results of further samples; [ ] = remark or other dose. Unless noted, the call rests on the fitted dose curve; in most records, active means well fitted curve in the direction sought with a large enough effect; inconclusive means small, poorly fitted or top-dose-only effect, or another doubt; inactive means no such curve, though single readings can be large; an effect the other way counts as inactive or inconclusive.

SMILES	Abeta yeast res	FUS suppressor	EPAC1 antag	EPAC1 agonist	WRN inhibitor	PLK1 PBD block	PI5P4Ka inh	IL-2 act
C[C@@]12CCC[C@H](O1)[C@@H]([C@H](O)c1ccccc1)O2	-13%	-24%	-25%	-16%	2%	-8%	1	0.0
O=C1c2ccccc2NC(c2ccccc2O)N1O (stereo unspecified)	-19%	-14%	-12%	9%	5%	-10%	0	-2.2
COCCCNC(=O)/C(C#N)=C/c1c(N2CCN(C)CC2)nc2c(C)cccn2c1=O	-8%	15%	-3%	6%	2%	-5%	20	-2.4
COc1ccc(C2/C=C\CN(CC(C)C)CC(=O)N2Cc2cccc(F)c2)cc1 (stereo unspecified)	6%	0%	-21%	-22%	1%	-1%	3	-0.2
Cc1cccc(NC(=O)c2cc(NC(=O)C3CCCCC3C(=O)O)ccc2Cl)n1 (stereo unspecified)	-10%	8%	-1%	7%	-8%	2%	-3	0.1
Cc1ccc(NC(=S)NC(=O)c2c(-c3ccccc3Cl)noc2C)cc1	0%	.	-12%	6%	-5%	3%	13	0.0
Cc1nc(C(=O)NNC(=O)c2cccc(Cl)c2)c(C(F)(F)F)o1	8%	-8%	11%	-6%	3%	-2%	0	-1.1
O=C(c1ccccc1)C1OC1C(=O)c1ccccc1 (stereo unspecified)	-50%[inhibitor]	-29%	-4%	14%	-8%[11.6 µM]	?	-3	-0.9
O=C(Cn1cnc2c(nnn2-c2ccc(F)cc2)c1=O)N1CCCC1	-10%	30%	5%	-1%	-10%	-2%	.	0.7
CC(C)(C)c1ccc(CSc2nnc(-c3ccccn3)n2Cc2ccco2)cc1	2%	?	-27%	-4%	-23%	-5%	-2	-0.2
O=C(OCc1nc2ccc(Cl)cc2n1CCO)c1ccc(O)cc1	11%	.	9%	3%	-2%	-6%	-2	-0.7
CCc1cccc(CC)c1NC(=O)NC1CCCCC1	12%	.	-2%	4%	-3%	-1%	3	0.4
Nc1nc(C(=O)N2CCOCC2)nn1S(=O)(=O)c1ccccc1	10%	38%	0%	-4%	1%	1%	.	-2.9
CCN(CC)c1ccc(NC(=O)CSc2nc(C)cc(=O)[nH]2)cc1	2%	-14%	-3%	-3%	-3%	-2%	3	5.0
COCCN(C(=O)CSc1nc2ccc(C)cc2[nH]1)c1c(N)n(Cc2ccccc2)c(=O)[nH]c1=O	6%	6%	-1%	0%	3%	-5%	-2	-0.3
CCOC(=O)Cn1c2ccc(OC)cc2c2nc3ccccc3nc21	2%	10%	28%	6%	-8%	-26%	.	51*
O=C(CN1CCN(Cc2ccccc2)CC1)Nc1cccc(Cl)c1	15%	8%	-25%	2%	1%	-5%	1	0.9
O=C(N/N=C/c1cccs1)c1cc(-c2ccc(Cl)s2)[nH]n1	-6%	-10%	7%	10%	-5%[11.6 µM]	-3%	-3	-1.7
O=C(C1CCCN(S(=O)(=O)c2cnc[nH]2)C1)N1CCN(Cc2ccccc2)CC1 (stereo unspecified)	-3%	-19%	-1%	-3%	2%	?	-1	2.0
CC(NS(=O)(=O)c1cccc(C(=O)N(C)Cc2ccc(N3CCOCC3)cc2)c1)c1ccccc1 (stereo unspecified)	-3%	19%	8%	-4%	-2%	1%	2	0.4
C#Cc1ccc([C@H]2C=C(C(=O)NCc3nc4ccccc4[nH]3)O[C@@H](OCC)[C@@H]2CCCO)cc1	4%	?	8%	-6%	1%	5%	-3	-3.7
c1ccc(-c2nc3ccccc3n2C(c2ccccc2)c2nc3ccccc3[nH]2)cc1 (stereo unspecified)	-15%	6%	1%	2%	2%	-9%	-8	0.0
CN(C)c1ccc(/C=C(\NC(=O)c2ccccc2)C(=O)NCCCn2ccnc2)cc1	-9%	11%	-4%	6%	-17%	-10%	4	-0.4
NS(=O)(=O)c1ccc(CNC(=O)c2cc(=O)c3cc(Cl)ccc3o2)cc1	0%	15%	-7%	11%	-2%	1%	2	-2.5
COc1ccccc1NS(=O)(=O)c1c(C(=O)N2CCCC2)c(C)n(C)c1C	19%	-8%	1%	10%	-2%	?	3	1.3
Cc1ccc(S(=O)(=O)N(C)C)cc1NC(=O)CCCNC(=O)c1ccc(Cl)cc1	3%	4%	-1%	-1%	-6%	8%	2	4.8
CCn1cc(C(=O)NCCCN2CCC(C)CC2)c(=O)c2cc(S(=O)(=O)N(C)C3CCCCC3)ccc21	-4%&9%	16%&1%	-23%	6%	5%	-14%	-3	-0.3
Cn1c2c(c(=O)n(C)c1=O)CN(CCCN1CCOCC1)CN2	-6%	22%	0%	0%	4%	-6%	5	-2.1
COc1ccc(OCC(=O)O/N=C(\N)Cc2ccc(Cl)cc2Cl)cc1	4%	-3%	-11%	16%	-44%[57.1 µM]	-16%	1	-1.2
COc1ccc(CNCc2ccc(F)cc2)c(OC)c1	6%	26%	1%	-7%	10%	-9%	1	-1.6

The list goes on; the last 2 above are carried over.
SMILES	Abeta yeast res	FUS suppressor	EPAC1 antag	EPAC1 agonist	WRN inhibitor	PLK1 PBD block	PI5P4Ka inh	IL-2 act
COc1ccc(OCC(=O)O/N=C(\N)Cc2ccc(Cl)cc2Cl)cc1	4%	-3%	-11%	16%	-44%[57.1 µM]	-16%	1	-1.2
COc1ccc(CNCc2ccc(F)cc2)c(OC)c1	6%	26%	1%	-7%	10%	-9%	1	-1.6
COc1ccc(NC(=O)C2C3C=CC4(O3)C2C(=O)N(CCCN2CCCC(C)C2)C4C(=O)NC2CCCCC2)cc1 (stereo unspecified)	2%	6%	8%	-4%	-12%	1%	3	-0.9
O=C(NCC1CCCN1S(=O)(=O)c1cccs1)C(=O)Nc1ccccc1F (stereo unspecified)	-18%	3%	-1%	12%	10%	-13%	3	2.2
Cc1oc(-c2ccc(Cl)cc2)nc1CN1CCC(C(=O)NCCCN2CCOCC2)CC1	4%	46%	13%	1%	-4%	-7%	.	-4.8
CCn1nnc(NC(=O)c2cccnc2)n1	-3%	2%	14%	-1%	14%	?	-10	-0.2
Cc1cc2nc(SCC(=O)O)nc(C)c2cc1C	-6%	6%	2%	7%	-7%	-7%	.	-1.6
Cc1ccc([C@H]2C[C@H](O)[C@@H](n3cc(COC(=O)c4ccccc4)nn3)CN2CC2CCCCC2)cc1	4%	36%	7%	-14%	3%	8%	19	-4.0
CCCCNc1cc(C)nc(NCc2ccccc2)n1	7%	10%	-1%	17%	10%	-11%	0	0.0
CCc1nc2c(OCc3ccc(Cl)cc3)cccn2c1N(C=O)Cc1ccc(OC)cc1	-2%	?	-16%	6%	-11%	-8%	2	-0.8
Cc1ccc(Cn2cnc3c(cnn3C(C)(C)C)c2=O)cc1	-17%	-34%	-7%	-3%	-4%	7%	-6	-0.5
Cc1ccc(C(=O)C2=C(O)C(=O)N(Cc3cccnc3)C2c2cccc(Oc3ccccc3)c2)o1 (stereo unspecified)	-19%	?	?	2%	-32%	-12%	-23	0.0
Cc1cc(S(=O)(=O)Nc2ccc3cn[nH]c3c2)c(C)cc1Cl	-4%	25%	-8%	6%	0%	-7%	-1	-0.2
CC1CCc2sc(C(=O)N(C)CC(=O)Nc3cccc(F)c3)cc2C1 (stereo unspecified)	5%	.	-11%	2%	-32%	1%	-1	-3.9
O=C(COc1cccnc1[N+](=O)[O-])N1CCC(Cc2ccccc2)CC1	1%	16%	12%	-6%	3%	2%	-5	-0.4
O=[N+]([O-])c1ccc2nc(-c3ccccn3)[nH]c2c1	?	16%	5%	-2%	-3%	5%	-1	-2.4
Cc1cc2cc(CNS(=O)(=O)N(C)C)ccc2[nH]1	0%	21%	-10%	-6%	-8%	-2%	-6	0.1

Some values from the list:
WRN inhibitor result of Cc1cc(S(=O)(=O)Nc2ccc3cn[nH]c3c2)c(C)cc1Cl is entered as 0%
FUS suppressor result of Cc1ccc([C@H]2C[C@H](O)[C@@H](n3cc(COC(=O)c4ccccc4)nn3)CN2CC2CCCCC2)cc1 is entered as 36%
WRN inhibitor result of O=[N+]([O-])c1ccc2nc(-c3ccccn3)[nH]c2c1 is entered as -3%

Going on with the list.
SMILES	Abeta yeast res	FUS suppressor	EPAC1 antag	EPAC1 agonist	WRN inhibitor	PLK1 PBD block	PI5P4Ka inh	IL-2 act
O=C1OCCN1C(=O)[C@H]1[C@H](c2ccccc2)C(c2ccc(F)cc2)=NN1c1ccccc1	1%	?	5%	0%	-6%	9%	11	-0.5
Cc1ccc(OCC(=O)NS(=O)(=O)c2ccccc2)cc1	12%	-17%	-8%	5%	-5%	2%	-2	0.6
Cc1ccsc1CN(C)CC(=O)Nc1cccc(S(=O)(=O)N(C)c2ccccc2)c1	1%	18%	-20%	12%	-8%	1%	17	-4.6
CCN(CC)CCNC(=O)c1cn(CC)c2cc(N3CCN(C(=O)c4ccco4)CC3)c(F)cc2c1=O	-6%	39%	3%	-4%	9%	3%	3	0.4
O=C(Nc1ccccc1C(=O)Nc1nnc(C(F)(F)F)s1)c1ccccc1	-13%	2%	20%	0%	1%	?	0	1.3
Cc1ccc(OCC(O)CN2CCN(CC(O)COc3ccc(C)cc3Cl)CC2)c(Cl)c1 (stereo unspecified)	5%	11%	8%	4%	4%	-6%	.	-1.5
COc1cccc(N=Cc2ccc(O)cc2O)c1	16%	32%	15%	-3%	-2%	?	.	2.2
O=S(=O)(Nc1cc(S(=O)(=O)N2CCOCC2)ccc1NCC1CCCO1)c1ccccc1F (stereo unspecified)	3%	?	7%	14%	-8%	1%	7	1.3
Cc1cccc(N(CC(=O)NCc2ccco2)C(=O)CNS(=O)(=O)c2ccc(F)cc2)c1	-15%	-22%	13%	-1%	6%[57.1 µM]	6%	1	-0.3
Cc1nnc(Nc2ccccc2F)s1	-22%	-16%	9%	-3%	5%	-2%	3	-0.1
CCN(CC)CCCN(Cc1cc2cc3c(cc2[nH]c1=O)OCO3)C(=S)Nc1ccccc1OC	-11%	53%	2%	5%	16%	-13%	-7	-2.0
COc1ccc(C)cc1NC(=O)CN1C(=O)C(=O)N(C2CCCC2)C1=O	11%	10%	-6%	-7%	12%	-13%	-5	0.7
O=C(/C=C/c1ccc(Cl)cc1)Nc1ccc(Br)cn1	1%	5%	19%	4%	6%	-7%	-7	-0.1
CCOC(=O)c1nnc(-c2ccccc2)nc1NCc1ccccc1	-1%	25%	-29%	8%	0%	-2%	.	-0.3
Cc1nnc(SCC(=O)NNC(=O)c2ccc(Cl)cc2)n1CC1CCCO1 (stereo unspecified)	-21%	3%	21%	-2%	4%	-4%	6	-3.6
CCc1nc2ccccc2c(C(=O)OCC(=O)N2CC(C)OC(C)C2)c1C (stereo unspecified)	11%	-11%	11%	-8%	3%	2%	2	5.3
CCOC(=O)C1=C(C)Nc2nc(SCC)nn2C1c1ccc(OC)cc1 (stereo unspecified)	-3%	-20%	-23%	1%	1%	-4%	12	-1.0
